# Screens (PubChem BioAssay)
# Salmonella PhoP GFP – PhoP-dependent GFP reporter repression – Salmonella Typhimurium, primary screen (AID 1863); 300,000 tested, 0.16% active; S. Typhimurium PhoP-regulated promoter GFP reporter, 4 h; higher % means a stronger effect; inhibition, % at 50 µM, or IC50 in µM where a hit was titrated;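 active = inhibition over 29.93%, a cutoff 3 SD above the screen mean, later confirmed by dose response; inconclusive = inhibition over 29.93% but no dose response follow-up; inactive = inhibition at most 29.93% or unconfirmed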;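 note: 0% = low Mg2+ inducing control and 100% = high Mg2+ repressing control; strong numbers were not always called active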
# TNAP activators – stimulation of alkaline phosphatase TNAP activity – biochemical, luminescent, no phosphate acceptor, uHTS, primary screen (AID 1001) | purified TNAP, luminescent activation assay, no phosphate acceptor; higher activation fold means a stronger effect | activation fold at 20 µM, or EC50 in µM where a hit was titrated | 200,000 tested, 0.03% active; in the data active = activation fold from about 3, or a potency from the dose series; inactive = the rest, 99 in 100 with activation fold below about 1.6; note: many of its hits are not listed in these tables
# Large T inhibition – TAg ATPase/helicase activity blockers – biochemical (AID 1903); SV40 large T antigen ATPase/helicase inhibition assay; higher % means a stronger effect; inhibition, % at 20 µM; hits with a dose series show IC50 in µM; 310,000 tested, 0.39% active; in the data active = a potency from the dose series; inconclusive = inhibition mostly from about 32% at the one dose, without a potency; inactive = the rest, 99 in 100 with inhibition below about 32%; note: strong numbers were not always called active
# Rac1 GTP hydrolysis – MgcRacGAP GTPase-activating activity inhibitors, confirmation, biochemical, ADP Hunter fluorescence. MgcRacGAP-stimulated Rac1 GTP hydrolysis, ADP Hunter fluorescence; higher % means a stronger effect; GST-tagged Rac1 F28L mutant substrate. inhibition, % at 30 µM; hits with a dose series show IC50 in µM. 340,000 tested, 0.6% active. AID 624330;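 active = first-screen hits whose inhibition reached a set limit at any dose in the follow-up dose series; inconclusive = inhibition above the set first-screen limit but never retested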;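 note: fluorescence reports GDP produced by GAP-driven GTP hydrolysis; strong numbers were not always called active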
# K1F lysis inhibition – inhibition of K1F phage lysis, E. coli UTI89, bacterial capsule biogenesis inhibitors, alamar blue (AID 488966); E. coli UTI89 K1F phage lysis, alamar blue, 2 h; higher % means a stronger effect; one-dose inhibition, % at 100 µM; IC50 in µM for titrated hits; 340,000 tested, 0.02% active;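 active = phage lysis inhibition, versus mean bacterial control, above a set limit; inconclusive = no clear call, values can overlap the other calls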;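 note: capsule biogenesis inhibitors block K1F phage lysis so surviving cells raise fluorescence; higher fluorescence means more inhibition of phage lysis; actives were called in the ten point dose series up to 300 µM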
# Myeloid diff 2 – compounds promoting myeloid differentiation; calls only at 10 µM; ER-HoxA9 myeloid progenitors, lysozyme-GFP differentiation, flow cytometry; 360,000 tested, 1% active; AID 624256;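 active = normalized GFP-positive differentiation at or above the plate's own cutoff, the solvent-only control mean plus 3 SD; inconclusive = no clear call, values can overlap the other calls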;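 note: cells exposed to compound for four days before flow analysis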
# NTR1 ag – NTR1-driven beta-arrestin-GFP spot formation – imaging, U2OS cells, high content, primary screen (AID 493036). P30989. activation, % at 20 µM. 330,000 tested, 0.17% active. agonist mode;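 active = activation at or above 40% of the spot to cytoplasm intensity ratio, with at least 20 cells analyzed; inconclusive = wells under 20 cells, flagged as cytotoxic or low count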;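 note: 0% = DMSO without peptide and 100% = 100 nM NTR1 peptide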
# Target sequence (P30989 whole entry, looked up): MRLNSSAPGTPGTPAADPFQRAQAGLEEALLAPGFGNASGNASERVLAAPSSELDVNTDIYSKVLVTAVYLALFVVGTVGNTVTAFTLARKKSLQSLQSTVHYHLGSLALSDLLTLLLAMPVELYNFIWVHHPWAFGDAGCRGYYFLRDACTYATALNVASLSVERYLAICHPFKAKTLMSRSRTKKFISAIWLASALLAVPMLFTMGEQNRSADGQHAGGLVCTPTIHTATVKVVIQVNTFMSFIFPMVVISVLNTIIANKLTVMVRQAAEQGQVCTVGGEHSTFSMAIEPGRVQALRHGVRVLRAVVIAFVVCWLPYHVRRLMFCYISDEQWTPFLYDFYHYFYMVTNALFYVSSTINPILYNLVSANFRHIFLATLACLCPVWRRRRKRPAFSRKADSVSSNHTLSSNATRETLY
# RSV antiviral HEp-2 – inhibition of RSV-induced cytopathic effect – HEp-2 cells, primary 10 µM value included (AID 2391). HEp-2 cells, RSV-induced CPE inhibition; higher % means a stronger effect. CPE inhibition, % at 10 µM; hits with a dose series show IC50 in µM. 310,000 tested, 0.13% active; in the data active = a potency from the dose series; inconclusive = CPE inhibition mostly from about 23% at the one dose, without a potency; inactive = the rest, 99 in 100 with CPE inhibition below about 21%; note: strong numbers were not always called active
# T cell HTS – T cell immune modulators affecting CD8 T cell-vesicle binding. 2C CD8+ T cell-vesicle binding, flow cytometry; hits give low values. calls only at 7 µM. 330,000 tested, 0.068% active. AID 2052;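 active = response, share of CD8 T cells binding vesicles, and their 90th percentile fluorescence all below set limits, cut at about 80% in these data, passing the limit was not always enough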
#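 Also added: QL9-peptide-loaded Drosophila micro-vesicles bearing Ld, ICAM-1 and B7-1; Test system: purified 2C TCR transgenic mouse naive CD8+ T cells; Measured by: cytometric PE anti-B7-1 and Alexa647 anti-CD8 signals after 1% paraformaldehyde fixation; Timing: binding step 1.5 h, 37 °C, antibody labelling 20 min, ice.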
# T cell HTS vesicle-bound % – recorded beside T cell HTS, whose call it bears; double positive events, %; measured here: CD8+ vesicle-bound cell fraction;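 binding gate set so that unloaded-vesicle control wells show 10% double positive cells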
# NTR1 ag cell count 20 µM – recorded beside NTR1 ag, whose call it bears; cell count; measured here: cell count, cytotoxicity flag
# Myeloid diff 2 GFP+ MAC1+ % – recorded beside Myeloid diff 2, whose call it bears; GFP+ MAC1+ double positive, %; measured here: differentiation confirmed by MAC1 staining
# Starred values were filed as active, the others as inactive; i = inactive; ? = inconclusive; . = no result given; + = active, no number; [ ] = another dose, or the depositor's remark. An unsorted share of the library; 2.3% or so of the library scored in one or more.
# Preview (eleven entries):
No.	compound	Salmonella PhoP GFP	TNAP activators	Large T inhibition	Rac1 GTP hydrolysis	K1F lysis inhibition	Myeloid diff 2
1	CCOc1ccc(C2C(C(=O)OC)=CN(CCOC)C=C2C(=O)OC)cc1	-2%	1.2	12%	4%	2.4%	i
2	CC(C)NC(=O)/C(C#N)=C/c1ccc(N(C)C)o1	-4%	.	25%	27%	0.3%	i
3	O=C(CSc1nnc(SCc2cccc3ccccc23)s1)N/N=C/c1c[nH]c2ccccc12	14%	1.1	14%	8%	-1.9%	i
4	COc1ccc(OCC(=O)Nc2cccc(C(=O)Nc3ccccc3C(=O)O)c2)cc1	-7%	1.1	1%	13%	-2.7%	i
5	Cc1nc2ccccc2c(=O)[nH]1	5%	1.1	-9%	4%	-0.6%	i
6	O=C(N/N=C/c1ccc[nH]1)c1ccc(COc2cccc3cccnc23)cc1	3%	1.2	21%	7%	0.3%	+
7	CCOC(=O)Cc1csc(NC(=O)CCCc2ccccc2)n1	6%	.	2%	5%	0.5%	i
8	NC(=O)c1nsc(C(=O)N(CC(=O)NCc2ccc3c(c2)OCO3)C2CCCCC2)c1N	-6%	1.2	25%	6%	3.6%	i
9	CCOC(=O)C(NC(C)=O)(Nc1ccc(S(=O)(=O)Nc2cc(C)nc(C)n2)cc1)C(F)(F)F (stereo not given)	-7%	1.1	5%	8%	-2.0%	i
10	Cc1cc(C)n2c3c(c(C#N)c2n1)CC(C)(C)OC3	-6%	1.1	-5%	10%	0.8%	i
11	Cc1c(NC(=O)/C(C#N)=C/c2ccc(-c3ccc(Cl)cc3)o2)c(=O)n(-c2ccccc2)n1C	2%	1.1	24%	8%	-0.9%[50 µM]	?

No.	Myeloid diff 2 GFP+ MAC1+ %	NTR1 ag	NTR1 ag cell count 20 µM	RSV antiviral HEp-2	T cell HTS	T cell HTS vesicle-bound %
1	6.8	1.0	51	1.9%	i	34
2	0.9	-1.9	50	1.4%	i	20
3	0.8	15	64	21%	i	51
4	0.7	5.1	74	5.4%	i	50
5	1.6	-1.0	78	0.2%	i	50
6	2.0*	4.2	59	4.6%	i	28
7	0.5	1.0	78	1.1%	+	.
8	1.4	1.5	57	0.4%	i	42
9	0.4	-0.6	85	0.6%	i	18
10	0.9	0.3	65	2.0%	i	44
11	.	2.2	63	?	i	56

# Main list (from the top)
No.	compound	Salmonella PhoP GFP	TNAP activators	Large T inhibition	Rac1 GTP hydrolysis	K1F lysis inhibition	Myeloid diff 2
1	CCOc1ccc(C2C(C(=O)OC)=CN(CCOC)C=C2C(=O)OC)cc1	-2%	1.2	12%	4%	2.4%	i
2	CC(C)NC(=O)/C(C#N)=C/c1ccc(N(C)C)o1	-4%	.	25%	27%	0.3%	i
3	O=C(CSc1nnc(SCc2cccc3ccccc23)s1)N/N=C/c1c[nH]c2ccccc12	14%	1.1	14%	8%	-1.9%	i
4	COc1ccc(OCC(=O)Nc2cccc(C(=O)Nc3ccccc3C(=O)O)c2)cc1	-7%	1.1	1%	13%	-2.7%	i
5	Cc1nc2ccccc2c(=O)[nH]1	5%	1.1	-9%	4%	-0.6%	i
6	O=C(N/N=C/c1ccc[nH]1)c1ccc(COc2cccc3cccnc23)cc1	3%	1.2	21%	7%	0.3%	+
7	CCOC(=O)Cc1csc(NC(=O)CCCc2ccccc2)n1	6%	.	2%	5%	0.5%	i
8	NC(=O)c1nsc(C(=O)N(CC(=O)NCc2ccc3c(c2)OCO3)C2CCCCC2)c1N	-6%	1.2	25%	6%	3.6%	i
9	CCOC(=O)C(NC(C)=O)(Nc1ccc(S(=O)(=O)Nc2cc(C)nc(C)n2)cc1)C(F)(F)F (stereo not given)	-7%	1.1	5%	8%	-2.0%	i
10	Cc1cc(C)n2c3c(c(C#N)c2n1)CC(C)(C)OC3	-6%	1.1	-5%	10%	0.8%	i

No.	Myeloid diff 2 GFP+ MAC1+ %	NTR1 ag	NTR1 ag cell count 20 µM	RSV antiviral HEp-2	T cell HTS	T cell HTS vesicle-bound %
1	6.8	1.0	51	1.9%	i	34
2	0.9	-1.9	50	1.4%	i	20
3	0.8	15	64	21%	i	51
4	0.7	5.1	74	5.4%	i	50
5	1.6	-1.0	78	0.2%	i	50
6	2.0*	4.2	59	4.6%	i	28
7	0.5	1.0	78	1.1%	+	.
8	1.4	1.5	57	0.4%	i	42
9	0.4	-0.6	85	0.6%	i	18
10	0.9	0.3	65	2.0%	i	44

# The results go on:
No.	compound	Salmonella PhoP GFP	TNAP activators	Large T inhibition	Rac1 GTP hydrolysis	K1F lysis inhibition	Myeloid diff 2
11	Cc1c(NC(=O)/C(C#N)=C/c2ccc(-c3ccc(Cl)cc3)o2)c(=O)n(-c2ccccc2)n1C	2%	1.1	24%	8%	-0.9%[50 µM]	?
12	Nc1ncnc2c1ncn2C1CCC(CO)C(O)C1 (stereo not given)	5%	1.1	9%	-1%	0.9%	i
13	O=C(CSc1nc(-c2ccco2)cc(C(F)(F)F)n1)Nc1ccc2c(c1)OCO2	4%	1.1	23%	5%	0.1%	i
14	COc1ccc(NS(=O)(=O)c2ccc(OC)c(OC)c2)cc1OC	-8%	1.1	6%	5%	0.3%	i
15	Cc1ccc(OCc2nnc(SCC(=O)N3c4ccccc4Sc4ccc(Cl)cc43)o2)cc1	11%	1.1	21%	21%	4.9%	i
16	O=C(CN1CCN(c2ccccc2)CC1)Nc1nccs1	-3%	1.1	7%	6%	-0.1%	i
17	CC(CN1CCC(n2nccc2NC(=O)C2CCCC2)CC1)c1ccccc1 (stereo not given)	-2%	.	10%	7%	-0.1%	i
18	C=CCc1ccccc1OCC(O)CN1C(=O)c2ccccc2C1=O (stereo not given)	-6%	.	7%	3%	-0.6%	i
19	Clc1ccccc1Nc1ncnc2c1nnn2Cc1ccccc1	1%	1.1	3%	5%	2.0%	i
20	Oc1ccc(CNc2ccc(F)cc2)c2cccnc12	3%	1.1	9%	-8%	-0.2%	+

No.	Myeloid diff 2 GFP+ MAC1+ %	NTR1 ag	NTR1 ag cell count 20 µM	RSV antiviral HEp-2	T cell HTS	T cell HTS vesicle-bound %
11	.	2.2	63	?	i	56
12	5.7	-0.2	58	0.3%	i	14
13	6.1	1.3	53	7.7%	i	14
14	0.1	0.2	64	9.5%	i	31
15	0.2	-1.8	41	5.9%	i	48
16	1.2	-0.6	56	1.8%	i	39
17	0.4	-0.3	55	-0.4%	i	16
18	0.2	2.5	46	0.1%	i	59
19	0.9	5.9	58	-0.9%	i	19
20	.	-0.3	87	5.4%	i	51

# (listing goes on)
No.	compound	Salmonella PhoP GFP	TNAP activators	Large T inhibition	Rac1 GTP hydrolysis	K1F lysis inhibition	Myeloid diff 2
21	O=C1CN(S(=O)(=O)c2ccc([N+](=O)[O-])cc2)CC(=O)N1	-4%	.	15%	6%	0.2%	i
22	COc1cc(/C=N/NC(=O)CN2CCCCC2)ccc1OCc1ccccc1	11%	1	-14%	-2%	2.3%	i
23	CSc1cccc(NC(=O)CCC(=O)O)c1	-9%	1	8%	6%	2.5%[50 µM]	i
24	O=S(=O)([N-]c1nc2ccccc2nc1-n1cc[n+](Cc2ccccc2)c1)c1ccccc1	-3%	.	7%	9%	-0.4%	i
25	O=C(Nc1ccon1)C(Sc1ccccc1)c1ccccc1 (stereo not given)	2%	1	2%	6%	1.6%	i
26	Cc1ccc2c(C)c(C(=O)Nc3ccc(S(N)(=O)=O)cc3)oc2c1C	-2%	1	-9%	-25%	-3.6%	i
27	Cc1cccc(C(=O)NNC(=O)c2c(-c3ccccc3Cl)noc2C)c1O	1%	.	23%	1%	-0.3%	i
28	CCn1c(SCC(=O)Nc2ccc(OC)c(OC)c2)nnc1-c1c[nH]c2ccccc12	-6%	1.1	7%	6%	0.3%	i
29	O=C(N/C(=C/c1ccccc1F)C(=O)N1CCCCC1)c1ccccc1	-1%	.	2%	4%	-0.1%	i
30	O=C(c1cc(COc2ccc3ncccc3c2)on1)N1CCCC1	3%	.	23%	3%	0.0%	i

No.	Myeloid diff 2 GFP+ MAC1+ %	NTR1 ag	NTR1 ag cell count 20 µM	RSV antiviral HEp-2	T cell HTS	T cell HTS vesicle-bound %
21	1.0	-1.8	60	1.2%	i	55
22	0.7	1.3	30	2.3%	i	34
23	1.0	-2.0	65	0.7%	i	18
24	0.7	-0.2	50	5.5%	i	9
25	5.7	-1.2	75	.	i	30
26	0.3	0.6	58	3.0%	i	33
27	0.1	-0.3	56	2.3%	i	51
28	2.0	0.6	84	3.6%	i	34
29	0.8	0.4	38	0.5%	i	20
30	0.4	2.3	62	2.2%	i	7

# Next part:
No.	compound	Salmonella PhoP GFP	TNAP activators	Large T inhibition	Rac1 GTP hydrolysis	K1F lysis inhibition	Myeloid diff 2
31	COc1ccc(OCCCON2C(=O)c3ccccc3C2=O)cc1	4%	1.1	4%	3%	4.5%	i
32	Brc1ccccc1OCCCCn1cnc2ccccc21	-4%	1.1	22%	-3%	0.5%	i
33	CCCN(CCC)CCCNC(=S)Nc1ccc2nc(N3CCN(C)CC3)cc(C)c2c1	-6%	1	6%	23%	0.1%	i
34	COc1ccc(NC(=O)CN(Cc2ccco2)Cc2ccco2)cc1S(=O)(=O)N1CCCCC1	.	.	.	-3%	-0.3%[50 µM]	i
35	COc1ccc(S(=O)(=O)Nc2ccc3c(c2)OCCO3)cc1OC	7%	.	5%	3%	0.1%	i
36	COCCCNCC(O)COc1ccccc1F (stereo not given)	-8%	1.1	22%	25%	0.3%	i
37	COc1cccc(CNc2ncnc3cc(OC)c(OC)cc23)c1	-11%	1.1	5%	10%	-0.6%	i

No.	Myeloid diff 2 GFP+ MAC1+ %	NTR1 ag	NTR1 ag cell count 20 µM	RSV antiviral HEp-2	T cell HTS	T cell HTS vesicle-bound %
31	1.3	-3.7	93	1.4%	i	31
32	0.7	4.2	59	-2.7%	i	20
33	0.3	3.2	54	-2.8%	i	46
34	0.3	0.7	56	1.5%	i	32
35	1.3	1.4	64	0.5%	i	64
36	0.6	0.2	58	2.5%	i	34
37	0.6	0.7	46	-0.1%	i	48
